Assay outcomes as filed in PubChem BioAssay.
LYPLA1 inh = blocks human lysophospholipase 1, a PME1 counter-screen. hit rate 0.16% among 320,000. O75608. recombinant LYPLA1, FP-Rh probe fluorescence polarization. inhibition, % at 5.9 µM. AID 2174;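 active = inhibition above the mean of all tested compounds plus 3 SD, set per campaign, cut at about 14% in these data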;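 also: inhibitors block serine hydrolase probe labeling of LYPLA1 so polarization falls; 0% = enzyme with DMSO and 100% = wells lacking LYPLA1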
Target sequence (O75608 whole entry, looked up): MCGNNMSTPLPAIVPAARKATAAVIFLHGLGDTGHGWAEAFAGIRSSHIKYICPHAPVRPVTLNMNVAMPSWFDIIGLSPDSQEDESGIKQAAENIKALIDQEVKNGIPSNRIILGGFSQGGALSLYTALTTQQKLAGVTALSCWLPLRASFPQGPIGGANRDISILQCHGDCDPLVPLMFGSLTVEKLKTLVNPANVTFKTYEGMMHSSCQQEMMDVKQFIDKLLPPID
PAD4 inh = blocks human protein arginine deiminase 4; Q9UM07; recombinant PAD4, RCA probe fluorescence polarization; inhibition, % at 6.36 µM; hit rate 0.41% among 330,000;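 active = percent inhibition above a cutoff equal to the mean of all tested compounds plus 3 SD, cut at about 15% in these data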;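 also: 0% = PAD4 with RCA probe and DMSO and 100% = probe without PAD4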
pPAFAH inh = pPAFAH (human) enzyme inhibition; inhibition, % at 3.39 µM; hit rate 1.5% among 330,000; Q13093; recombinant pPAFAH, FP-rhodamine probe fluorescence polarization;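 active = inhibition above the mean inhibition across the screen plus 3 SD, cut at about 25% in these data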;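 also: inhibitors block binding of the rhodamine activity-based probe so polarization drops; 0% = enzyme with DMSO and 100% = wells lacking pPAFAH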
Target sequence (Q13093 whole entry, looked up): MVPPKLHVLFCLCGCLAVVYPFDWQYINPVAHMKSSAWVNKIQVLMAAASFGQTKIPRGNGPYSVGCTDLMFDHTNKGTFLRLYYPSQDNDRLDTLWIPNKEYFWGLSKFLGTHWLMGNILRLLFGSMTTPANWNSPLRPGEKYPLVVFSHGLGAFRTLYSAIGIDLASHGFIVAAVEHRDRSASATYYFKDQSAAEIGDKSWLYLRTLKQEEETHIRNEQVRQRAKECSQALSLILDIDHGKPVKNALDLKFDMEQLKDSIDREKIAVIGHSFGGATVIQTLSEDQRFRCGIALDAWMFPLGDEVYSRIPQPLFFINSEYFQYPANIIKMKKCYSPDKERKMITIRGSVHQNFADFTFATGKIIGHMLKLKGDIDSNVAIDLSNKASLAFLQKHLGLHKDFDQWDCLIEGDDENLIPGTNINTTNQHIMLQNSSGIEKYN
GSTO1 inh = counter-screen for RBBP9 inhibitors: inhibitors of human GSTO1; P78417; recombinant GSTO1, activity-based probe fluorescence polarization; inhibition, % at 5.96 µM; hit rate 1.1% among 300,000;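 active = inhibition above the campaign mean inhibition plus 3 SD, cut at about 35% in these data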;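 also: 0% = GSTO1-1 with DMSO and 100% = wells lacking GSTO1-1 enzyme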
LYPLA2 inh = counter-screen for PME1 inhibitors: inhibitors of human LYPLA2; hit rate 0.38% among 320,000; recombinant LYPLA2, FP-Rh probe fluorescence polarization; inhibition, % at 5.9 µM;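 active = inhibition above the screen-wide mean plus 3 SD, limit set per campaign, cut at about 26% in these data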;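 also: 0% = LYPLA2 with DMSO and 100% = wells lacking LYPLA2 enzyme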
PREPL inhibitor = human PREPL enzyme inhibition; inhibition, % at 5.96 µM; Q4J6C6; recombinant PREPL, fluorescence polarization activity-based probe; hit rate 0.68% among 320,000; in the data active = inhibition above about 43%;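 also: 0% = enzyme with DMSO and 100% = wells lacking enzyme; many of its hits are not listed in these tables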
PAFAH1B3 FP inh = PAFAH1B3 (human) inhibition. recombinant PAFAH1B3, FP-rhodamine probe, fluorescence polarization. inhibition, % at 3.39 µM. Q15102. hit rate 0.28% among 340,000. AID 492972;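 active = inhibition above the screen-wide average of all tested compounds plus 3 SD, cut at about 25% in these data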;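 also: 0% = enzyme with DMSO only and 100% = wells lacking PAFAH1B3 protein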
PME-1 primary = blocks human protein phosphatase methylesterase 1; inhibition, % at 5.9 µM; AID 2130; recombinant PME-1, FP-Rh probe fluorescence polarization; hit rate 0.53% among 320,000; Q9Y570;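 active = inhibition above the campaign mean of all compounds plus 3 SD, cut at about 26% in these data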;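 also: competitive labeling of PME-1 active site by serine hydrolase directed probe; 0% = PME-1 with DMSO and 100% = wells lacking PME-1 enzyme; inhibitors block probe labeling so polarization falls and inhibition rises; many of its hits are not listed in these tables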
Target sequence (Q9Y570 whole entry, looked up): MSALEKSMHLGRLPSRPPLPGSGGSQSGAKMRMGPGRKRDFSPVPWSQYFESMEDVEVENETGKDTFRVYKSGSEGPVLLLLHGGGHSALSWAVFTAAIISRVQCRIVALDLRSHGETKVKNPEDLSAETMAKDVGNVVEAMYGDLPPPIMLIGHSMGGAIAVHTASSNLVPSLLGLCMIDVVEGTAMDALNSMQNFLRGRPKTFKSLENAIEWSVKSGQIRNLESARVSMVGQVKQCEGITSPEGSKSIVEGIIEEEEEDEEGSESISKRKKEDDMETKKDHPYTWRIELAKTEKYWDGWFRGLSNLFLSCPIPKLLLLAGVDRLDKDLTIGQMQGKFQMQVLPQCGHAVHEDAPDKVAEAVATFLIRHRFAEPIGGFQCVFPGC
PAFAH1B2 inh = PAFAH1B2 (human) inhibition. inhibition, % at 3.39 µM. hit rate 1.2% among 340,000. P68402. recombinant PAFAH1B2, FP-rhodamine activity probe, fluorescence polarization;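 active = inhibition above the mean of all tested compounds plus 3 SD, cut at about 24% in these data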;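 also: 0% = enzyme with DMSO and 100% = wells lacking PAFAH1B2; many of its hits are not listed in these tables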
An asterisk follows results filed as active; nt = not tested or not shown. Only part of the results is shown; rates above refer to the full screens.

SMILES | LYPLA1 inh | PAD4 inh | pPAFAH inh | GSTO1 inh | LYPLA2 inh | PREPL inhibitor | PAFAH1B3 FP inh | PME-1 primary | PAFAH1B2 inh
C[C@H](NC(=O)c1nc[nH]c1C(=O)N[C@@H](C)C(=O)OCc1ccccc1)C(=O)OCc1ccccc1 | -2 | -2 | 5 | -1 | -2 | -26 | 3 | 1 | 5
COCCn1c(-c2ccc(Cl)cc2Cl)nc2c(c(=O)c3ccccc3n2C)c1=O | -2 | -4 | -1 | 3 | 1 | -2 | 2 | 3 | -1
c1ccc(COc2cncc(-c3cccnc3)c2)cc1 | 3 | -7 | 1 | nt | 8 | 7 | 6 | 0 | 4
O=C(NCC1CCCO1)c1cc([N+](=O)[O-])ccc1N1CCC(Cc2ccccc2)CC1 (centres undefined) | 0 | 0 | 5 | nt | -2 | 40 | -2 | 5 | 6
Cc1ccccc1N1C(=O)C(Cc2ccc(F)cc2)S/C1=C(\C#N)C(N)=O (centres undefined) | -1 | 3 | 6 | -5 | -1 | 10 | nt | 4 | nt
COc1ccc(Cn2nnnc2C(c2ccc(N(C)C)cc2)N2CCC(C(N)=O)CC2)cc1 (centres undefined) | -4 | 1 | -2 | 6 | -1 | 9 | 1 | -9 | 14
COC(=O)c1cccn(CC(=O)c2ccc(Cl)cc2Cl)c1=O | 1 | -1 | -1 | 1 | 2 | -91 | 1 | -2 | 6
CC1(C)C[C@@H]2C[C@@](C)(CN2C(=O)c2ccccc2)C1 | -3 | 1 | -5 | 9 | 0 | 6 | 2 | 2 | 17
Cc1cccc(N(C)C(=O)CN(C)S(=O)(=O)c2ccc3c(c2)c(=O)n(C)c(=O)n3C)c1 | 0 | 3 | -2 | -1 | 10 | 18 | 9 | 0 | -4
OC(COc1ccccc1)CN1CCN(C(c2ccccc2)c2ccccc2)CC1 (centres undefined) | 3 | 0 | -3 | -1 | 7 | 4 | -1 | 8 | 8
Nc1n[nH]c(=S)n1-c1ccc(Cl)cc1 | 0 | -2 | 2 | 9 | -2 | -8 | 7 | -13 | -5
CCC1(c2ccccc2)ON(c2c(Br)cccc2Br)C1=O (centres undefined) | 4 | 5 | 0 | nt | 7 | 16 | 5 | -4 | 2
Cc1sc2ncnc(NCC(C)(C)N3CCOCC3)c2c1C | 1 | -6 | -4 | -7 | 5 | -6 | 0 | 0 | 2
CCOc1ccc(S(=O)(=O)NC(C)C(=O)NCc2ccccn2)cc1 (centres undefined) | 1 | 6 | 3 | -1 | 0 | 14 | 8 | -1 | 2
CC(C)C(NS(=O)(=O)c1c(Cl)cccc1Cl)C(=O)OCC(=O)c1c[nH]c2ccccc12 (centres undefined) | -5 | -4 | 4 | -2 | -7 | -67 | 4 | -2 | -3
COc1ccc(NS(=O)(=O)c2ccc(NC(C)=O)cc2)cc1OC | 2 | -2 | -1 | 6 | 0 | 5 | -1 | 3 | 1
N#CCC1c2ccccc2CCN1C(=O)Nc1ccc(Cl)cc1 (centres undefined) | 1 | -2 | 6 | -6 | -3 | -2 | 3 | -3 | 5
O=C(Cc1cccs1)Nc1nnc(CCc2ccccc2)s1 | -3 | -7 | 3 | -4 | 2 | -18 | 9 | -5 | 5
c1ccc2[nH]c(N3CCOCC3)nc2c1 | -3 | -7 | -2 | 3 | -6 | 12 | -2 | -8 | -1
COc1cccc(CNC(=O)Cc2csc(NC(=O)Nc3ccccc3OC)n2)c1 | 0 | 3 | 15 | 2 | -3 | -5 | 3 | 0 | 5
O=C(c1cc(Cl)nc2ccccc12)N1CCN(S(=O)(=O)c2cccc(C(F)(F)F)c2)CC1 | -1 | -3 | 1 | 6 | 1 | 2 | 0 | 3 | -1
COc1cccc(CNc2ccc3c(c2)CCC3)c1 | 1 | -7 | 4 | 4 | 0 | 21 | 2 | 1 | 1
Cc1ccc(CNc2cc(C(=O)O)ccc2Cl)s1 | 6 | 3 | 7 | 6 | 4 | 3 | 12 | 1 | 2
CCCCN(CC)C(=O)Cc1cn(C)c2ccccc12 | -2 | 0 | 0 | 9 | 4 | -4 | 0 | -4 | 2

Ordered by molecular weight (ascending): part of the list above
SMILES | LYPLA1 inh | PAD4 inh | pPAFAH inh | GSTO1 inh | LYPLA2 inh | PREPL inhibitor | PAFAH1B3 FP inh | PME-1 primary | PAFAH1B2 inh
c1ccc2[nH]c(N3CCOCC3)nc2c1 | -3 | -7 | -2 | 3 | -6 | 12 | -2 | -8 | -1
CC1(C)C[C@@H]2C[C@@](C)(CN2C(=O)c2ccccc2)C1 | -3 | 1 | -5 | 9 | 0 | 6 | 2 | 2 | 17
Cc1ccc(CNc2cc(C(=O)O)ccc2Cl)s1 | 6 | 3 | 7 | 6 | 4 | 3 | 12 | 1 | 2

New compounds follow
SMILES | LYPLA1 inh | PAD4 inh | pPAFAH inh | GSTO1 inh | LYPLA2 inh | PREPL inhibitor | PAFAH1B3 FP inh | PME-1 primary | PAFAH1B2 inh
CC1CCC(NC(=O)c2nn(C)c3c2CS(=O)(=O)c2ccccc2-3)CC1 (centres undefined) | 4 | 0 | 2 | -3 | 8 | -2 | -2 | 3 | 7
O=C1NC(=O)/C(=C\c2cn(CC(=O)N3CCOCC3)c3ccccc23)S1 | 3 | 0 | 7 | 7 | 2 | 4 | -2 | 1 | -3
CC1CN(S(=O)(=O)c2cccc(C(=O)Nc3ccccc3N3CCCCC3)c2)CC(C)O1 (centres undefined) | -3 | -1 | 4 | 2 | -2 | 10 | 2 | -5 | 1
OCCc1c[nH]c2ccc(OCc3ccccc3)cc12 | 0 | -2 | 5 | 5 | 4 | 12 | 4 | 2 | 11
CCC(C)Nc1nc(-c2ccc3c(c2)NC(=O)CO3)cs1 (centres undefined) | -2 | -4 | 25* | 10 | 3 | 1 | 1 | 0 | 0
COc1ccc(OC)c(S(=O)(=O)N(C)CC(=O)N2CCN(c3ccccc3)CC2)c1 | 4 | -5 | 4 | 4 | 15 | 5 | -4 | 5 | -2
COc1ccc(NC(=O)CN2C(=O)CC(C)S(=O)(=O)c3ccccc32)cc1 (centres undefined) | 0 | -2 | -3 | 1 | 12 | -3 | 6 | -2 | 3
Cn1c(SCC(=O)Nc2cc(Cl)cc(Cl)c2)nnc1-c1ccc2nonc2c1 | 3 | -2 | 7 | 24 | 4 | 4 | nt | -3 | nt
CC(=O)c1c(-c2ccccc2)[nH]c2ccccc12 | -1 | -2 | -4 | 3 | -4 | -3 | 7 | -11 | 0
CCN(CC)C(=O)c1ccc(C)c(Br)c1 | 1 | -1 | 3 | 2 | 0 | -10 | 0 | -1 | 1
CCOC(=O)c1cc(CC)sc1NC(=O)c1ccc2c(c1)OCCO2 | -2 | -1 | -7 | 12 | -7 | 2 | 1 | -3 | -1
CC(C)C1NCCc2c1sc1ccccc21 (centres undefined) | 2 | 1 | 0 | 3 | 4 | -29 | 3 | 0 | 4
Fc1cccc(F)c1-n1c(CN2CCCC2)csc1=S | -5 | -5 | 3 | 3 | -2 | 3 | -5 | 2 | 2
Cc1nc2oc3ccc(Cl)cc3c(=O)c2cc1C(=O)O | -2 | -4 | 4 | 3 | -2 | -11 | 2 | -2 | 6
CCN1CCN(CC(=O)Nc2ccccc2)C(=O)C1=O | 0 | 0 | -2 | 4 | -3 | 7 | 8 | 4 | 4
CN1CCN(CCc2nc3cc(NC(=O)COc4ccc(Cl)cc4)ccc3n2C)CC1 | -5 | 0 | 0 | -7 | 3 | 29 | 4 | -5 | 8
CCCCCOc1ccc(C(=O)CCC(=O)NC(C)c2ccc(S(N)(=O)=O)cc2)cc1 (centres undefined) | nt | 1 | 22 | nt | nt | 2 | 5 | nt | 2
CS(=O)(=O)N(CC(N)=O)c1ccc(F)c(Cl)c1 | 0 | 1 | -3 | 3 | 9 | 9 | -9 | 5 | 0
Cc1c(NC(=O)c2ccc(CC(C)C)o2)c(=O)n(-c2ccccc2)n1C | 0 | 3 | 3 | 5 | -3 | 6 | 6 | 7 | 1
COc1ccc(NCc2nnc(SCC(=O)N3CCCc4ccccc43)n2C)cc1 | 3 | -2 | 4 | -2 | -6 | 1 | 1 | -3 | 3
O=C(Nc1ccccc1N1CCOCC1)c1cccc(F)c1 | -4 | 0 | 0 | 0 | 6 | 22 | 11 | 4 | 1
O=c1[nH]n2c(=O)c3c([nH]c2c1N=Nc1ccccc1)CCC3 | -1 | -4 | -5 | 4 | 3 | 3 | 1 | 5 | 3
Cc1n[nH]c(=O)nc1NCc1ccccc1 | -1 | -6 | -3 | -7 | -1 | 2 | 3 | -9 | 3
CCOC(=O)C1CCN(c2c(NCc3ccc(C(=O)N(C)Cc4ccccc4)cc3)c(=O)c2=O)CC1 | 2 | 0 | 1 | 0 | 1 | 1 | 4 | 2 | -2
CC(=O)OC1COC(n2ccc3ccccc32)C(OC(C)=O)C1OC(C)=O (centres undefined) | 0 | -5 | 4 | 2 | 1 | 2 | 3 | 2 | 3
CCOC(=O)C1CCCN(c2cc(NCCCO)c([N+](=O)[O-])c3nonc23)C1 (centres undefined) | 3 | 0 | 2 | 8 | 10 | 0 | nt | 4 | nt
c1ccc(-c2ccnc3nc(-n4cccc4)nn23)cc1 | -1 | -5 | 7 | -3 | 5 | 4 | 0 | -2 | 1
COc1ccccc1OCCSc1nnnn1C1CCCCC1 | -3 | -1 | 3 | 7 | 1 | -1 | 2 | -3 | 1
CCCn1c(-c2ccc(F)cc2)cnc1SCC(=O)O | -1 | -1 | 1 | 0 | -1 | 21 | -3 | -3 | 11
Cc1nc(N2CCC(C)CC2)c(C#N)c(C)c1[N+](=O)[O-] | 0 | -2 | 0 | -1 | -1 | 13 | 2 | 0 | 2
O=C(c1ccc(S(=O)(=O)N2CCCC2)cc1)N1CCN(c2cccc(Cl)c2)CC1 | -5 | -1 | 5 | -6 | 6 | 13 | 9 | 4 | 2
O=C(Nc1ccc(F)cc1)C(c1ccccc1)N1CCN(S(=O)(=O)c2ccc3ccccc3c2)CC1 (centres undefined) | -12 | -4 | -4 | 0 | -16 | -6 | -10 | -24 | -5
Cc1[nH]c(C)c(S(=O)(=O)NCc2ccc(F)cc2)c1C(=O)N1CCCCC1 | -5 | 1 | 6 | 2 | -3 | 5 | 6 | -1 | 3
COCCN(Cc1cc2cc(C)ccc2n2nnnc12)C(=S)Nc1ccccc1C | -1 | -3 | -1 | 1 | -7 | -5 | -2 | -5 | 4
O=C(Nc1ccccc1)c1ccccc1NC(=O)[C@H]1CCCC[C@H]1C(=O)O | 2 | -4 | 0 | 3 | 4 | -3 | 1 | -1 | 0
OC(COc1c(F)cc(Br)cc1F)CN1CCN(c2ccc(F)cc2)CC1 (centres undefined) | 3 | -6 | 5 | 6 | 14 | -37 | 6 | -3 | 6
CC1CN(C(=S)NC(=O)c2ccccc2)CC(C)O1 (centres undefined) | 1 | 6 | 0 | -1 | -1 | -1 | 3 | 4 | 5
Cc1onc(-c2ccccc2Cl)c1C(=O)N1CC(C)OC(C)C1 (centres undefined) | 1 | -1 | 6 | 5 | 1 | 4 | -3 | 2 | 5
O=c1[nH]c(=S)[nH]nc1Cc1ccccc1 | 1 | 2 | -4 | 14 | -4 | 5 | -1 | -4 | 6
COc1ccc(CC(=O)N/N=C/c2cccnc2)cc1OC | -1 | -3 | 7 | 0 | 0 | 2 | 14 | 3 | -1
COC(=O)COc1ccc(S(=O)(=O)NCc2ccc3c(c2)OCO3)cc1C | -1 | 0 | 2 | 4 | 0 | -1 | 5 | 0 | 8
O=C(NCCCN1CCOCC1)C1(c2ccccc2)CCOCC1 | -2 | -3 | 3 | 0 | 3 | 3 | 11 | 4 | 6
